Rpn11 inh: Rpn11 (human) deubiquitinase inhibition; O00487; human 26S proteasome, Ub4-pepOG fluorescence polarization; 20S core pre-blocked with epoxomicin; calls only at 20 µM; hit rate 0.59% among 360,000;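 active = inhibition at 20 µM, scaled to each plate's controls, above about 33%, limit read from the data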
Scp1 inh: inhibitors of human Scp-1 phosphatase; hit rate 0.88% among 340,000; Recombinant Scp1, phosphopeptide, malachite green phosphate absorbance; inhibition, % at 20 µM; Q9GZU7; AID 493091;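 active = inhibition above about 50% at 20 µM, limit read from the data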;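 also: plate controls were DMSO wells with enzyme for no effect and wells lacking enzyme for full effect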
Target sequence (Q9GZU7 76-261 limits assumed): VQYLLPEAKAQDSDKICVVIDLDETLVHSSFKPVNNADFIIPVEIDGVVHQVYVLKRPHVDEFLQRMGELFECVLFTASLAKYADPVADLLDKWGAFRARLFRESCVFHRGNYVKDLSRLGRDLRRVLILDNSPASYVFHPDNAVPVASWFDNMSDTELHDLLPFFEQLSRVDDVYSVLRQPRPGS
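System: truncated SCP-1 phosphatase (76-261aa); medium: Tris acetate buffer pH 5.5 with MgCl2 and Tween-20; incubation: 45 min room-temperature reaction, 5 min colour, 30 min stabiliser; compound: single 20 µM dose, 1% DMSO; reagent: Phosphorylated 17-residue peptide substrate; read-out: % inhibition at 20 µM; technique: colorimetric free-phosphate detection, absorbance 630 nm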
NadD block: inhibitors of Staphylococcus aureus NadD; purified NadD enzyme, colorimetric absorbance read-out; inhibition, % at 20 µM; hit rate 0.78% among 360,000; AID 602399; in the data active = inhibition above about 26%; also: some compounds past the cut are filed as inactive
STEP block: STEP (human) phosphatase inhibition; AID 588621; hit rate 0.25% among 360,000; recombinant STEP, OMFP fluorogenic substrate, fluorescence; inhibition, % at 20 µM; P54829;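 active = inhibition at 20 µM, scaled per plate between control wells, above about 37%, limit read from the data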;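 also: 0% = DMSO with enzyme and substrate and 100% = substrate only without enzyme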
Target sequence (P54829 whole entry, looked up): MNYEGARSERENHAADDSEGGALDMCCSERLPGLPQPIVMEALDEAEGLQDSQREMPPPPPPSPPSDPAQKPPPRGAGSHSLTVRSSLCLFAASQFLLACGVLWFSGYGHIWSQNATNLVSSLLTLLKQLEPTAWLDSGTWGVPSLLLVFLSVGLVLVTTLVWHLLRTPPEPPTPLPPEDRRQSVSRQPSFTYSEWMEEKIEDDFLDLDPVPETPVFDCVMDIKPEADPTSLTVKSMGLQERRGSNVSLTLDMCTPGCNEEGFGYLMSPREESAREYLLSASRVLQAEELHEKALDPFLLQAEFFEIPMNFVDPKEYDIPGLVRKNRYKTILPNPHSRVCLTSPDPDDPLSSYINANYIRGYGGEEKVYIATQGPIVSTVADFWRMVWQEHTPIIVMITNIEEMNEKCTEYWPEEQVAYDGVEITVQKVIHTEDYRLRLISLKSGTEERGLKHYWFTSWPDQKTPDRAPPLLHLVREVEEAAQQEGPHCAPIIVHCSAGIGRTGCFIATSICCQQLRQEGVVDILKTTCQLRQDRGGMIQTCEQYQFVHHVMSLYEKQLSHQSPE
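System: STEP (striatal-enriched tyrosine phosphatase) enzyme, cell-free; medium: Bis-Tris pH 6.0 buffer with DTT, detergent; dosing: 20 µM, 1% DMSO; times: reaction 20 min, ambient temperature; detection: fluorescence, 480/540 nm; read-out basis: normalized % inhibition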
MLLE-PAM2 inh: inhibitors of microRNA-mediated deadenylation, human PABP1 MLLE binding; P11940; GST-MLLE / FITC-PAM2 fluorescence polarization; inhibition, % at 20 µM; hit rate 0.36% among 360,000; AID 588489; in the data active = inhibition above about 35%, passing the limit was not always enough;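 also: plate controls were DMSO wells with GST-MLLE for no effect and wells lacking GST-MLLE protein for full effect; some results filed as inactive read as strong as hits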
TbMetRS inhib: Trypanosoma brucei MetRS inhibition; purified T. brucei MetRS, ATP depletion, Kinase-Glo luminescence; inhibition, % at 11.9 µM; hit rate 0.4% among 360,000;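 active = inhibition above a per-plate cutoff of the control wells' mean inhibition plus 3 SD, cut at about 5.5% in these data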;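 also: 0% = DMSO wells median and 100% = median of wells with control inhibitor compound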
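Test system: purified T. brucei MetRS enzyme. Also added: ATP, methionine and E. coli bulk tRNA substrates. Compound: 11.9 µM single point. Schedule: 15 min enzyme-compound preincubation, 2 h reaction, 10 min detection, 25 °C. Signal: luciferase luminescence of residual ATP, Kinase-Glo. Evaluation: percent inhibition versus plate control medians. Controls: DMSO wells, low control.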
DNMT1 inh: blocks human DNA methyltransferase DNMT1 | P26358 | DNMT1 molecular beacon, Hinp1I cleavage, fluorescence | inhibition (reported as % activation of signal), % at 10 µM | hit rate 0.83% among 360,000; in the data active = inhibition above about 50%
CSN inh: blocks human CSN-mediated cullin deneddylation | Purified CSN, SCF-Nedd8-OG deneddylation, fluorescence polarization | inhibition, % at 12.5 µM | hit rate 0.38% among 360,000 | AID 651999;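 active = pattern-corrected inhibition above about 35%, with an unprinted fluorescence ratio check between 0.5 and 1.5, limit read from the data, passing the limit was not always enough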;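 also: 0% = enzyme with substrate and 100% = substrate without enzyme; some results filed as inactive read as strong as hits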
Target sequence (Q92905 whole entry, looked up, one chain of several): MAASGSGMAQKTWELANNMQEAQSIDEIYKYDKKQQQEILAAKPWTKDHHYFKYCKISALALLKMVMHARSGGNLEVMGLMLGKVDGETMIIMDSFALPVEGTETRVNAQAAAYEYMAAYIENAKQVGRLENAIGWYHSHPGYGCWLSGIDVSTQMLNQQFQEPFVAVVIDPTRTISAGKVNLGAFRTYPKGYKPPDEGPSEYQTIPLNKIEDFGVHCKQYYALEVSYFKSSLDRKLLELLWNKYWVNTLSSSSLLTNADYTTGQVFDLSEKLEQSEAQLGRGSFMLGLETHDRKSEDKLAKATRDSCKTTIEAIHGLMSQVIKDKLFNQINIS
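assay system = purified human Csn5 enzyme expressed in HEK293T cells | amount = 0.24 nM enzyme | buffer or medium = Tris/NaCl/DTT buffer, pH 7.5 | reagent = 10 nM SCFSkp2-Nedd8OG | compound = one concentration, 12.5 µM, 0.25% DMSO | times = 90 min reaction at room temperature | signal = FP | read-out basis = % inhibition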
LMPTP block: LMPTP (human) inhibition. AID 651560. recombinant LMPTP-A, OMFP fluorogenic substrate, fluorescence intensity. P24666. hit rate 0.22% among 360,000. inhibition, % at 20 µM;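 active = compounds that cut the enzyme signal by at least half of the control window in the single-dose screen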;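 also: plate controls were DMSO wells with enzyme plus substrate for no effect and substrate without enzyme for full effect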
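material = LMPTP-A | quantity = 0.625 nM enzyme | reagent = OMFP substrate, 400 µM final | buffer or medium = Bis-Tris pH 6.0, DTT, detergent | detection = endpoint fluorescence intensity from OMFP dephosphorylation | dosing = single 20 µM dose | read-out basis = % inhibition relative to no-enzyme and uninhibited control wells | control set = no-enzyme and uninhibited controls | timing = 50 min at room temperature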
SUMO1 PPI mod: modulators of human SUMO1-mediated protein-protein interactions | P63165 | hit rate 0.33% among 360,000 | inhibition, % at 20 µM | SUMO1 binding to a labelled peptide, TR-FRET, 1 h | AID 602429; in the data active = inhibition above about 37%
Starred values were filed as active, the others as inactive; i = inactive.

SMILES | Rpn11 inh | Scp1 inh | NadD block | STEP block | MLLE-PAM2 inh | TbMetRS inhib | DNMT1 inh | CSN inh | LMPTP block | SUMO1 PPI mod
O=c1[nH]c(/C=C\c2cccs2)nc(O)c1[N+](=O)[O-] | i | 29 | 10 | -1 | 9 | -0.2 | 22 | 3 | 3.2 | 0
COc1ccc(C(=O)NC2CCN(C(=S)Nc3ccccc3)CC2)cc1 | i | 1 | 1 | 0 | -93 | -0.1 | 0 | 1 | -1.3 | 2
Cc1cccc2cc(C#N)c(SCC(=O)NCC3CCCO3)nc12 (centres undefined) | i | 0 | 3 | 2 | -4 | -0.3 | 5 | 2 | -1.0 | -9
CCCCn1c(/N=C/c2cc(OC)ccc2O)nc2ccccc21 | i | -10 | -6 | 0 | -13 | 3.1 | 0 | 6 | 7.2 | -5
COc1ccc(NC(=O)CSC2=NCCN2)cc1 | i | -1 | -3 | -3 | 32 | -1.7 | 7 | -1 | -2.7 | 4
COc1cc(SC)ccc1C(=O)NCCOc1ccc(F)cc1 | i | -7 | -7 | 0 | -9 | -0.5 | -5 | -3 | 0.6 | 0
Cc1ccc(C(=O)CC(C(=O)O)n2cncn2)cc1 (centres undefined) | i | -2 | 5 | 1 | 0 | -1.4 | -1 | -3 | -1.4 | 0
CCOc1ccccc1NC(=O)CSC1=C(C#N)C(c2ccco2)C(C(=O)Nc2nc3ccccc3s2)=C(C)N1 (centres undefined) | i | -3 | 42* | 1 | -11 | -1.1 | -1 | 6 | -1.1 | -7
Cc1ccccc1NC(=O)CSc1nc2n(n1)CCCCC2 | i | -5 | 0 | 0 | 11 | -0.2 | -4 | -10 | -0.8 | 1
S=C(NCc1ccc(Cl)cc1)NCc1ccccn1 | i | -3 | -3 | -4 | -58 | 0.6 | -3 | 1 | -1.1 | -3
Cc1csc(SCC(=O)NC(=O)NC(C)C)n1 | i | -2 | 2 | -2 | 15 | -1.3 | 4 | -5 | -1.1 | 4
COc1ccc(/C=C/c2nc(-c3ccccc3)cc(=O)[nH]2)cc1 | i | 0 | -3 | 0 | -3 | -0.5 | 19 | 3 | 0.5 | -14
CC(C(=O)N1c2ccccc2CC1C)N1CCN(S(=O)(=O)c2ccccc2F)CC1 (centres undefined) | i | 3 | 2 | 1 | 13 | -0.4 | -3 | 2 | -0.7 | 4
CCn1cc2c(c1-c1cccc(C)c1)c(=O)n(C)c(=O)n2C | i | 0 | 0 | -4 | 17 | 0.2 | 1 | 0 | -0.1 | -1
COCCn1c(SCc2cccc([N+](=O)[O-])c2)nc2ccccc2c1=O | i | -14 | -2 | 0 | -12 | 1.0 | -1 | -5 | 2.8 | -13

Shown as labelled records: entries from further up
CCOc1ccccc1NC(=O)CSC1=C(C#N)C(c2ccco2)C(C(=O)Nc2nc3ccccc3s2)=C(C)N1 (centres undefined)
  Rpn11 inh: i
  Scp1 inh: -3
  NadD block: 42*
  STEP block: 1
  MLLE-PAM2 inh: -11
  TbMetRS inhib: -1.1
  DNMT1 inh: -1
  CSN inh: 6
  LMPTP block: -1.1
  SUMO1 PPI mod: -7
Cc1ccccc1NC(=O)CSc1nc2n(n1)CCCCC2
  Rpn11 inh: i
  Scp1 inh: -5
  NadD block: 0
  STEP block: 0
  MLLE-PAM2 inh: 11
  TbMetRS inhib: -0.2
  DNMT1 inh: -4
  CSN inh: -10
  LMPTP block: -0.8
  SUMO1 PPI mod: 1

Additional records follow.
SMILES | Rpn11 inh | Scp1 inh | NadD block | STEP block | MLLE-PAM2 inh | TbMetRS inhib | DNMT1 inh | CSN inh | LMPTP block | SUMO1 PPI mod
C=CCN(CC=C)C(=O)c1ccccc1NC(=O)c1ccccc1C | i | -10 | 5 | 3 | -1 | -0.7 | 1 | 0 | -0.4 | -3
C/C=C/C(=O)NCCc1ccc(OC)c(OC)c1 | i | -7 | -2 | -1 | 17 | -0.9 | 2 | -1 | -2.0 | 0
COc1ccc(-n2nnc3c(SCC(=O)OCc4ccccc4)ncnc32)cc1 | i | -3 | 5 | 2 | 20 | -0.5 | -1 | 2 | 3.9 | -10
CNCCCCOc1ccc(C(C)(C)C)cc1Cl | i | -1 | -7 | -1 | -6 | 0.0 | 2 | -16 | -1.0 | 0
COc1ccc(C(CC(=O)Nc2nccs2)C(C)C)cc1 (centres undefined) | i | -12 | -6 | 1 | -14 | 0.8 | -2 | 3 | 0.0 | -1
CC(NC(=O)C1CCN(C(=O)Nc2ccccc2)CC1)c1ccccc1Cl (centres undefined) | i | 18 | 3 | 1 | 21 | -0.3 | 2 | 0 | -1.9 | -5
CC(C)C(=O)Nc1ccc(N2CCN(c3ccc(F)cc3)CC2)cc1 | i | -6 | 5 | 2 | 1 | 0.3 | 8 | 4 | 0.2 | 3
CC(C)NC(=O)N1c2ccccc2Sc2ccccc21 | i | -25 | -1 | 0 | 3 | 0.0 | 2 | -5 | -1.3 | 3
NC1=NC(=O)/C(=C/c2ccccc2OS(=O)(=O)c2ccccc2)S1 | i | -4 | -3 | 0 | 0 | -0.6 | 9 | -3 | -3.2 | 1
O=C(COC(=O)c1ccccc1Nc1ccc(SC(F)F)cc1)NC1CC1 | i | -18 | -11 | 2 | 3 | -0.6 | -8 | 3 | 0.8 | -3
Cc1ccc(S(=O)(=O)N2CCN(C(=O)COC(=O)COc3ccc(Cl)c(C)c3)CC2)c(C)c1 | i | 4 | -6 | -2 | 4 | -0.5 | -1 | 1 | 2.9 | 0
O=C1CC2(CC(c3ccc(Cl)cc3)=NO2)C(=O)N1c1ccccc1 (centres undefined) | i | -14 | -7 | 1 | -14 | -0.2 | 2 | -1 | 0.4 | 13
COc1cccc2c(=O)cc(C)n(CC(=O)Nc3ccc(C)c(C)c3)c12 | i | -7 | -10 | 2 | 7 | -0.3 | -2 | -1 | 0.6 | 12
CCOn1c(=O)c(-c2ccc(OC)c(OC)c2)[n+]([O-])c2ccccc21 | i | -3 | 0 | -1 | 6 | 0.1 | -2 | 2 | 4.1 | -16
CCC(=O)Nc1cccc(-c2cn3ccccc3n2)c1 | i | 0 | -1 | 1 | -2 | -0.2 | -1 | 3 | -0.6 | -2
O=C(O)c1cc(-c2ccc(N3CCOCC3)cc2)nn1-c1ccc(F)cc1F | i | -1 | 1 | -1 | -12 | -0.5 | 5 | 2 | -0.6 | -3
COc1ccc2[nH]c(C)cc(=O)c2c1 | i | -2 | -2 | -3 | -14 | 0.6 | 1 | -2 | -1.1 | -2
COc1ccc(CCNS(=O)(=O)c2cccc(C)c2)cc1OC | i | -3 | -3 | -1 | -17 | -0.1 | 3 | 0 | -1.2 | 1
Cc1cc(N2CCC(C)CC2)nc2cccc(O)c12 | i | 1 | -2 | -1 | -10 | 0.3 | -13 | 3 | 62* | 2
CCOC(=O)c1c(NC(=O)C2CCCN(S(=O)(=O)c3ccccc3)C2)sc2c1CCCC2 (centres undefined) | i | -11 | 7 | 0 | 6 | -0.3 | -4 | -1 | 3.0 | -34
COc1ccc(CCNC(=O)CSc2nc(O)c(CC(C)C)c(=O)[nH]2)cc1OC | i | -3 | 7 | 0 | 20 | -0.8 | -3 | -2 | 0.1 | -2
Nc1nc2ccccc2n1CCOc1ccccc1Cl | i | -3 | -7 | -2 | 2 | 67* | -4 | 4 | 17 | 0
Cc1ccc(CNC(=O)CCCCCNC(=O)N2CCn3c2nc2ccccc23)cc1 | i | -3 | 1 | 1 | -20 | -0.5 | -3 | 3 | 0.3 | 4
O=C(CCN1C(=O)C2CCCCC2C1=O)Nc1nc(-c2ccc(F)c(F)c2)cs1 (centres undefined) | i | 0 | 2 | -1 | 7 | -0.6 | -3 | -5 | -0.5 | 3
CC(NC(N)=O)C12CC3CC(CC(C3)C1)C2 (centres undefined) | i | 0 | 7 | -1 | 2 | -0.2 | 3 | -6 | -1.2 | -1
Cc1cc(NC(=O)CCC(=O)N(c2ccc(C)c(F)c2)C(C(=O)NC2CCCC2)c2ccco2)no1 (centres undefined) | i | -1 | -3 | -3 | -8 | -1.9 | 0 | -2 | -0.4 | 3
Cc1cc(C)n(C(=O)c2ccc(Cl)c(F)c2F)n1 | i | -9 | -5 | 0 | 1 | -0.2 | 2 | -1 | -0.4 | 2
COc1ccc(C(=O)Nc2nnc(SCC(=O)NCc3ccco3)s2)c(OC)c1 | i | 13 | -3 | 5 | -55 | -0.4 | 1 | 3 | 2.4 | 16
CC(=O)c1c(C)[nH]c(C(=O)Nc2ccc3c(c2)OCCO3)c1C | i | -12 | -3 | 2 | -11 | 0.1 | 1 | 1 | 0.4 | 2
CCSc1nnc(NC(=O)c2csc3c2CCCC3)s1 | i | -4 | -3 | -9 | 2 | 0.0 | 10 | -4 | -2.5 | -5
CCCCCCNC(=O)CCCCCNS(=O)(=O)c1ccc(OC)cc1 | i | -4 | -3 | 0 | -13 | -1.0 | 3 | 2 | -0.7 | -7
Cn1cnnc1SCC(=O)Nc1ccc(N2CCCCC2)cc1 | i | -5 | 5 | -1 | -5 | -0.4 | 1 | 2 | -0.5 | 2
Cc1cccc(NC(=O)C2C(c3ccccc3)C2(Cl)Cl)c1 (centres undefined) | i | -10 | -7 | -1 | 1 | -0.9 | -6 | -2 | 3.0 | 2

Random excerpt: 6 entries already listed
SMILES | Rpn11 inh | Scp1 inh | NadD block | STEP block | MLLE-PAM2 inh | TbMetRS inhib | DNMT1 inh | CSN inh | LMPTP block | SUMO1 PPI mod
Cc1cc(C)n(C(=O)c2ccc(Cl)c(F)c2F)n1 | i | -9 | -5 | 0 | 1 | -0.2 | 2 | -1 | -0.4 | 2
CC(NC(N)=O)C12CC3CC(CC(C3)C1)C2 (centres undefined) | i | 0 | 7 | -1 | 2 | -0.2 | 3 | -6 | -1.2 | -1
O=C(O)c1cc(-c2ccc(N3CCOCC3)cc2)nn1-c1ccc(F)cc1F | i | -1 | 1 | -1 | -12 | -0.5 | 5 | 2 | -0.6 | -3
CCSc1nnc(NC(=O)c2csc3c2CCCC3)s1 | i | -4 | -3 | -9 | 2 | 0.0 | 10 | -4 | -2.5 | -5
Cc1cccc(NC(=O)C2C(c3ccccc3)C2(Cl)Cl)c1 (centres undefined) | i | -10 | -7 | -1 | 1 | -0.9 | -6 | -2 | 3.0 | 2
CC(=O)c1c(C)[nH]c(C(=O)Nc2ccc3c(c2)OCCO3)c1C | i | -12 | -3 | 2 | -11 | 0.1 | 1 | 1 | 0.4 | 2

Outcome played no part in choosing rows (roughly 3.6% active in at least one column).
